Giardia kill: Small Molecules that selectively kill Giardia lamblia: qHTS; Giardia lamblia trophozoite viability; activity change, % at 7.66 µM, hits read low; 0.15% of 340,000 active; AID 540267, 2011; in the data active = activity change below about -80%; inconclusive = between about -30% and that limit;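 note: parasites exposed to compound for two days anaerobically before the ATP read; % is set by controls: 0 for no effect and ±100 for the full control effect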
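Luminescent ATP signal served as the viability read-out, measured 15-30 min after adding ATP detection reagent to trophozoites that had been incubated with compounds for 48 hrs at 37 deg C anaerobically at 100 cells/well.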
Tb PFK block: qHTS Assay to Find Inhibitors of T. brucei phosphofructokinase; Potency, µM (top dose mostly 57.5 µM), inactives show at the top dose activity, negative = inhibition, hits mostly inhibitors; T. brucei PFK, ADP-Glo luminescence; ATP-dependent 6-phosphofructokinase (Trypanosoma brucei brucei), O15648; 0.17% of 330,000 active; AID 485367, 2010;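 note: potency is the fitted concentration of half-maximal effect; 0% = uninhibited 1x PFK enzyme wells and -100% = no-enzyme wells; nearly all actives have a fitted effect of over 60% in size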
Target sequence (O15648 whole entry, looked up): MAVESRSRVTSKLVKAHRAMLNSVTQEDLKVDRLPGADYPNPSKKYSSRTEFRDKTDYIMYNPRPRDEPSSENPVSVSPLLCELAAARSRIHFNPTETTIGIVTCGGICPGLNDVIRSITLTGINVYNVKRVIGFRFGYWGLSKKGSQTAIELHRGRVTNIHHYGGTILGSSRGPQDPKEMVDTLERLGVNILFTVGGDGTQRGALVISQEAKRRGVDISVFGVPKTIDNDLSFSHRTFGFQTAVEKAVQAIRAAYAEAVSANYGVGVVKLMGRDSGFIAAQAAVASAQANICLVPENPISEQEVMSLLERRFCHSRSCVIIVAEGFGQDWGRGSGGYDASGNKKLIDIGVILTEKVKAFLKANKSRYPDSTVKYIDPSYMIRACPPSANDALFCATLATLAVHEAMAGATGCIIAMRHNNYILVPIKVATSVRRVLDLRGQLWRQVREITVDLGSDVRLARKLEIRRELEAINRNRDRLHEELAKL
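1.25 nM PFK with 0.5 mM F6P and 0.1 mM ATP in 0.1 M TEA pH 8.0, 5 mM MgCl2, incubated 45 min at room temperature; ADP measured by ADP-Glo luminescence; compounds titrated up to 57 uM.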
Gal4-VP16 FLuc: VP16 counterscreen qHTS for inhibitors of ROR gamma transcriptional activity; Potency, µM (doses to about 53.6 µM), inactives show at the top dose activity, negative = inhibition, most hits filed as inhibitors; Drosophila S2 Gal4-VP16 UAS-luciferase, luminescence, 20 h; 3.5% of 310,000 active; AID 2546, 2010;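 note: Gal4-VP16 expression switched on by copper sulfate through the metallothionein promoter; potency is the fitted concentration of half-maximal effect; % is set by controls: 0 for no effect and ±100 for the full control effect; nearly all actives have a fitted effect of over 50% in size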
KCNH2 3.1 inh: qHTS for Inhibitors of KCHN2 3.1: Mutant qHTS | 0.95% of 340,000 active | U2OS KCNH2 3.1, thallium flux FluxOr; active compounds read low | Potassium voltage-gated channel subfamily H member 2, brain isoform KCNH2 3.1 (human) | activity change, % (tested at about 1.8 µM);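 active = maximum activity change below -70%; inconclusive = maximum activity change from -70% to -50%; inactive = maximum activity change above -50%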;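 note: thallium influx rate constant from kinetic fluorescence after stimulation buffer; % is set by controls: 0 for no effect and ±100 for the full control effect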
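We transduce U2OS cells with the mutant 3.1 virus, culture them overnight, load FluxOr with Red40 quencher for 45 min, then add stimulation buffer and read kinetically for 2 min to derive a normalized rate constant.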
Coupling enz: qHTS Assay for Inhibitors of Fructose-1,6-bisphosphate Aldolase from Giardia Lamblia: Coupling assay counterscreen. coupling enzyme system counterscreen, AmpLite Red fluorescence. activity change, negative = inhibition, % at 58.2 µM, hits read low. 0.67% of 290,000 active. AID 2472, 2010; in the data active = activity change below about -30%; note: % is set by controls: 0 for no effect and ±100 for the full control effect
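Compounds tested against the coupling enzymes alone at 57.5 uM final; readout was AmpLite Red fluorescence (525/598 nm) after 20 min at RT.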
RORgamma inh: qHTS for inhibitors of ROR gamma transcriptional activity; Drosophila S2 Gal4-RORgamma UAS-luciferase reporter, 20 h; AID 2551, 2010; 5.4% of 310,000 active; Potency, µM (doses to about 53.6 µM), for inactives: at the top dose activity change, negative = inhibition, most hits filed as inhibitors; Nuclear receptor ROR-gamma (Mus musculus), P51450; note: potency is the fitted concentration of half-maximal effect; % is set by controls: 0 for no effect and ±100 for the full control effect; nearly all actives have a fitted effect of over 60% in size
Target sequence (P51450 whole entry, looked up, the tested form may be a part): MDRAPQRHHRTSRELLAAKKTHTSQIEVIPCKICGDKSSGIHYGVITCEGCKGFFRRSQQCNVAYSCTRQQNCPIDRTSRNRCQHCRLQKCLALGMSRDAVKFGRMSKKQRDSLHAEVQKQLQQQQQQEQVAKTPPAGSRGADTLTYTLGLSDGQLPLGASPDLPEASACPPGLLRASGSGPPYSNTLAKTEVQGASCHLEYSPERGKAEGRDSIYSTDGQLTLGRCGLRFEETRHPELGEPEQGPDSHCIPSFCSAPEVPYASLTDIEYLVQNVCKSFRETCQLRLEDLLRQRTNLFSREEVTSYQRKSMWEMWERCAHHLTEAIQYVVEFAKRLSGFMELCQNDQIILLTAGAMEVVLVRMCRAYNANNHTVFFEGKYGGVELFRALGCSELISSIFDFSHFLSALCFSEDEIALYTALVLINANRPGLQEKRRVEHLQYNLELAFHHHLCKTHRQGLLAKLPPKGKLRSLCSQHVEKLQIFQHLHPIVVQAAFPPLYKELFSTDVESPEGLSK
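A Gal4/UAS one-hybrid system in insect cells: metallothionein-promoter Gal4–ROR gamma fusion plus Photinus luciferase reporter. Copper sulfate 700 uM final, 20 hr ambient incubation, luminescent detection after 10 min with reagent.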
Rab9 prom act: qHTS Assay for Rab9 Promoter Activators | 2.8% of 320,000 active | Potency, µM (highest dose often 9.22 µM), for the others: at the top dose activation, negative = inhibition, most hits filed as activators | AID 485297, 2010 | Huh7 Rab9 promoter-luciferase reporter, luminescence, 24 h; note: potency is the fitted concentration of half-maximal effect; % of control where 0% means no effect; nearly all actives have a fitted effect of over 60% in size
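Steps: seed 1500 Huh7 Rab9-luc cells per well, rest 2 h at 37 °C; add compound in DMSO; incubate 24 h; add luciferase reagent, 10 min ambient; read luminescence.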
FLuc counter: qHTS profiling assay for firefly luciferase inhibitor/activator using purifed enzyme and Km concentrations of substrates (counterscreen for miR-21 project); Luciferin 4-monooxygenase (Photinus pyralis), P08659; purified FLuc, Km substrates, luminescence inhibition; Potency, µM (top dose mostly 57.5 µM), inactives show at the highest dose activity change, negative = inhibition, most hits filed as inhibitors; 6.9% of 360,000 active;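 note: potency is the fitted concentration of half-maximal effect; plate controls were vehicle for no effect and reference inhibitor for full effect; nearly all actives have a fitted effect of over 55% in size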
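Biochemical qHTS of compounds, final roughly 60 µM downward over six points, against 10 nM purified firefly luciferase using Km concentrations of substrates (10 uM D-luciferin, 10 uM ATP) in Tris acetate pH 7.5 buffer; luminescence output.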
uPA generation: qHTS for Inhibitors of Cell Surface uPA Generation | 0.31% of 330,000 active | Potency, µM (doses to about 38.3 µM), for inactives: at the highest dose activity change, negative = inhibition, actives largely listed as inhibitors | AID 540303, 2011 | cell surface uPA generation assay, qHTS; active = well fitted inhibition curve with a large enough effect; inconclusive = small, poorly fitted or top-dose-only effect; inactive = no such curve, though single readings can be large or run the other way; tested in mouse RAW 264.7 cells; note: potency is the fitted concentration of half-maximal effect; % is set by controls: 0 for no effect and ±100 for the full control effect; nearly all actives have a fitted effect of over 55% in size
ELG1 genotox: qHTS screen for small molecules that induce genotoxicity in human embryonic kidney (HEK293T) cells expressing luciferase-tagged ELG1. 1.3% of 330,000 active. HEK293T ELG1-luciferase reporter, luminescence, 16 h. Potency, µM (highest dose often 46 µM), inactives show at the highest dose activity change, positive = activation, usual class: activators; note: potency is the fitted concentration of half-maximal effect; % of control where 0% means no effect; nearly all actives have a fitted effect of over 60% in size
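Cells (2,000/well) expressing the ELG1-luciferase fusion are dosed by pin tool and kept 16 hr at 37 °C, 5% CO2. Signal comes from ONE-Glo luciferase reagent after 30 min at room temperature.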
NPC1 prom act: qHTS Assay for NPC1 Promoter Activators | Potency, µM (top dose mostly 9.22 µM), for the others: top-dose activation, usual class: activators | 2.4% of 320,000 active | Huh7 NPC1 promoter luciferase reporter, 24 h;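 note: potency is the fitted concentration of half-maximal effect; % of control where 0% means no effect; nearly all actives have a fitted effect of over 60% in size; reporter is driven by a mutant NPC1 promoter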
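In 1536-well qHTS, Huh7 cells harboring an NPC1 promoter–luciferase construct received compound for 24 h; activation was quantified by luminescence following luciferase reagent addition.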
Numbers without * were called inactive; ? = inconclusive; . = no result given; & = joins results of further samples; [ ] = another dose, or the depositor's remark. Unless noted, calls come from the whole dose curve; as a rule, active = well fitted curve in the direction sought with a large enough effect; inconclusive = small, poorly fitted or top-dose-only effect, or another doubt; inactive = no such curve, though single readings can be large; an effect the other way counts as inactive or inconclusive.

SMILES	Giardia kill	Tb PFK block	Gal4-VP16 FLuc	KCNH2 3.1 inh	Coupling enz	RORgamma inh	Rab9 prom act	FLuc counter	uPA generation	ELG1 genotox	NPC1 prom act
Cn1cnc2cc(NCc3ccccc3O)ccc21	12	3%	14%	-3	-1	-33%	4%	?	1%	16%	20%
Cc1csc2nc(CCNS(=O)(=O)c3cccs3)cn12	-5	4%	19%	-3	1	?	?	24µM*	4%	21µM*	?
O=C(CN1C(=O)CSc2ccc(S(=O)(=O)N3CCOCC3)cc21)NCc1ccc(F)cc1	-14	-3%	2%	9	-3	-21%	6%	0%	-2%	-1%[9.26 µM]	3%
CCCCn1c(N)c(N(CC(C)C)C(=O)c2ccco2)c(=O)[nH]c1=O	15	8%	.	-3	.	.	9%	0%	6%	4%	-3%
Cc1ccc(NC(=O)COC(=O)Cn2cnc3c2c(=O)n(C)c(=O)n3C)cc1F	3	-2%	.	0	.	.	0%	-2%	0%	-7%	0%
COCCOC(=O)c1c(C)n(C)c2ccc(OC(=O)c3ccccc3F)cc12	10	-9%	3%	1	1	13%	0%	-9%	0%	2%	-5%
N#CCSc1nc2cc(C(=O)N3CCC(C(N)=O)CC3)ccc2c2nc3ccccc3n12	8	0%	-5%	2	6	-20%	-3%	-15%	-9%	-6%	-2%
CCNC(=O)c1ccccc1NC(=O)c1cccc(S(=O)(=O)N2CCC(C)CC2)c1	-22	3%	-12%	-22	0	22%	0%	-3%	-13%	-21%	1%
CN(CC(=O)Nc1ccc(S(=O)(=O)N2CCCC2)cc1)Cc1c(F)cccc1Cl	0	-4%	-8%	-10	-3	0%	-2%	-1%	-6%	-10%	-12%
CC1CN(S(=O)(=O)c2cccc(C(=O)OCCOc3ccccc3)c2)CC(C)O1 (centres undefined)	12	0%	.	0	.	.	1%	8%	-4%	-6%	-3%
COc1cc(=O)[nH]c(SC(C)C(=O)Nc2cc(C)on2)n1 (centres undefined)	6	0%	11%	9	2	-4%	4%	-1%	-1%	9%	0%
COc1cc(NC(=O)COC(=O)/C=C/c2ccc(Cl)cc2Cl)cc(OC)c1	-23	0%	-1%	11	3	8%	-1%	-8%	-2%	-1%	-3%
CCCCn1c(=O)[nH]c(=O)c2c1nc(-c1ccccn1)n2CC	22	-1%	-4%	2	-6	-10%	1%	0%	-11%	1%	1%
CCCC1=C(C(=O)OCC)C(c2ccccc2OC)NC(=O)N1 (centres undefined)	2	-1%	3%	6	0	1%	-8%	-1%	-1%	-2%	0%
CN=CC1=C(O)CC(C)(C)CC1=O	-2	-3%	-14%	-7	2	-20%	-5%	-1%	-3%	3%	-4%
Cc1ccccc1NC(=O)CC(=O)Nc1ccccc1C	6	0%	0%	18	-2	5%	-11%	-4%	4%	1%	-1%
COc1ccc(NC(=O)C2CCCN(S(=O)(=O)c3cnc[nH]3)C2)cc1 (centres undefined)	-7	3%	5%	0	-1	-27%	-3%	0%	13%	1%	-1%
CCCC(C)C(=O)OCC(=O)Nc1ccc(Br)cc1 (centres undefined)	.	1%	-8%	.	-6	24%	-3%	-11%	.	-5%	1%
Cc1ccc2nc(NC(=O)CCn3cccc3)sc2c1	11	-3%	-3%	16	1	15%	?	-17%	?	15%	23%
Fc1cccc(NC(=S)NC2CCCCCCC2)c1	10	0%	7.1µM*	15	.	3.5µM*	12%	?	-14%	-2%	7%
COc1cc(/C=C/C(=O)Nc2ccncc2)cc(OC)c1OC	9	4%	-9%	0	1	?	-7%	-9%	-4%	5%	-1%
Cc1[nH]c(=O)c(C#N)cc1-c1csc(-c2ccccc2)n1	-4	-4%	7%	2	0	-18%	-2%	-2%	-15%	7%	-6%
O=C(C1CCC(CNc2nc(=S)[nH]c3ccccc23)CC1)N1CCN(c2ccccn2)CC1 (centres undefined)	-8	-1%	?	-4	-1	-29%	-8%	1%	10%	-4%	-10%
COc1ccc(-c2cc(C(=O)Nc3ccccc3F)on2)cc1	-6	-1%	24%	2	0	?	3.2µM*	-17%	3%	?	1%
CN(CC(=O)Nc1ccc(OC(F)(F)F)cc1)C(=O)c1ccc(N2CCCC2=O)cc1	-6	-5%	.	15	.	.	-18%	6%	-9%	-2%	-7%
CN1CCN(/C(=N\S(=O)(=O)c2ccc(F)cc2)c2ccccc2)CC1	-1	.	-5%	4	2	-14%	.	1%	15%	.	.
C=CCn1c(=O)c2ccccc2n2c(SCC(N)=O)nnc12	17	3%	-4%	-14	6	3%	6%	2%	-3%	-2%	0%
Cc1c(CN2CCCCC2)c(O)n(CCO)c(=O)c1C#N	14	-2%	5%	-10	-22	-15%	-2%	0%	1%	3%	-1%
C=CCNc1nc(C(=O)OCC(=O)Nc2ccccc2C(F)(F)F)cs1	?	-5%	.	-15	.	.	2%	1%	-28%	2%	2%
Cc1ccc(NC(=O)COc2ccc3c(c2)CCC3)nc1	11	-7%	.	-23	.	.	?	9.5µM*	-2%	9.2µM*	?
CC(=O)NC(CC(=O)OCC(=O)N1CCN(S(=O)(=O)c2ccc(Cl)cc2)CC1)c1ccccc1 (centres undefined)	-2	-4%	.	-6	.	.	-1%	-1%	0%	-2%	-2%
C=CC[C@@H](CC(=O)N[C@H](CO)Cc1ccccc1)C(=O)NC[C@H](OC(=O)[C@@H](CC=C)Cc1ccc(F)cc1)c1ccccc1	-20	-5%	.	-27	.	.	.	.	-14%	-5%	.
CNC(=S)N/N=C/c1cccc(OCc2ccccc2F)c1	1	-2%	4.5µM*	1	-7	2.2µM*	18%	4.8µM*	-15%	?	13%
CN(C)/C=C(\C=O)c1onc(-c2ccccc2Cl)c1C#N	-1	-3%	-4%	0	-1	-18%	2%	?	5%	0%	-3%
COc1cccc(N(C(=O)C2CSC(=O)C2)C(C(=O)NC(C)(C)C)c2ccncc2)c1 (centres undefined)	3	0%	5%	4	5	3%	1%	0%	-7%	0%	-2%
CCOc1ccc(S(=O)(=O)N2CCC(C(=O)NC3CC3)CC2)cc1C	6	1%	2%	-6	0	1%	-2%	0%	-2%	-1%	-2%
Cc1n[nH]c(C)c1CCC(=O)N/N=C/c1cccc([N+](=O)[O-])c1	-4	1%	4%	-3	-2	22%	-2%	-1%	2%	-4%	-3%
Cc1onc(-c2c(F)cccc2Cl)c1-c1nnc(-c2cccc3ccccc23)o1	?	-5%	-19%	-6	1	9%	-4%	3%	5%	2%	3%
Cc1nc2ccccc2n1CCc1nc2c3ccccc3nc(SCC#N)n2n1	.	0%	-5%	.	.	-13%	-12%	0%	.	0%	-2%
COc1cccc(-c2nn3c(-c4cc(C)[nH]n4)nnc3s2)c1	19&-21	1%	-13%	3	-2	-4%	-9%	-12%	0%	-3%	-3%
Nc1c(C(O)(C(F)(F)F)C(F)(F)F)ccc2ccccc12	-6	-8%	-15%	-6	-5	27%	-3%	-15%	.	0%	4%
COc1ccccc1CN1C(=O)C2CC=CCC2C1=O (centres undefined)	21	-4%	-8%	-9	-2	2%	6%	?	.	-1%	2%
CN(C)CCCNc1oc(/C=C/c2cccs2)nc1S(=O)(=O)c1ccccc1	15	-9%	6%	1	-3	0%	-3%	0%	-1%	3%	1%
CCN(CC)S(=O)(=O)c1cccc(C(=O)N[C@H](C(=O)OCC(N)=O)C(C)C)c1	-23	4%	2%	5	-1	38%	-4%	1%	3%	1%	-1%
COc1cc(NC(=O)NNC(=O)c2cc3occc3n2C)cc(OC)c1OC	?	12%	?	-30	.	-35%	4%	-1%	-3%	2%	0%
Cn1cnnc1SCC(=O)N1N=C2/C(=C/c3ccco3)CCCC2C1c1ccco1 (centres undefined)	-15	0%	-9%	9	3	27%	-7%	4%	-7%	-6%	3%
Cc1ccc(NC(=O)c2ccc(CSc3ccccn3)cc2)c(O)c1	-27	-2%	2%	-20	0	30%	11%	24µM*	-12%	0%	12%

Two compounds picked at random from the list so far, as already listed:
SMILES	Giardia kill	Tb PFK block	Gal4-VP16 FLuc	KCNH2 3.1 inh	Coupling enz	RORgamma inh	Rab9 prom act	FLuc counter	uPA generation	ELG1 genotox	NPC1 prom act
COc1cc(NC(=O)NNC(=O)c2cc3occc3n2C)cc(OC)c1OC	?	12%	?	-30	.	-35%	4%	-1%	-3%	2%	0%
COc1cccc(-c2nn3c(-c4cc(C)[nH]n4)nnc3s2)c1	19&-21	1%	-13%	3	-2	-4%	-9%	-12%	0%	-3%	-3%

Source: PubChem
